# Compound activity from PubChem.
# aSyn UTR inh: MLPCN primary screen, SNCA 5' untranslated region | alpha-synuclein 5'UTR reporter, inhibitor activity | inhibition, % (tested at 7.5 µM) | actives 0.82% (n = 300,000) | AID 1813, 2009; in the data active means inhibition above about 60%;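 further: H4 neuroglioblastoma cells stably carrying SNCA 5'UTR luciferase fusion; 0% = DMSO wells and 100% = positive control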
# HSF1 inhib: HSF1 inhibitors in luciferase reporter cells, primary screen, cell-based, NIH3T3, luminescence; NIH3T3-HGL HSE-luciferase, MG132-induced, luminescence 8 h; stronger effect = lower value; activity change, negative = inhibition, % at 7.5 µM (by protocol); actives 0.77% (n = 300,000); AID 2098, 2009;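 active means more than half of replicate wells show activity change below -50%, luminescence cut by over half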;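 further: luciferase reports HSF-1 transcriptional activity via heat shock element; 0% = median of DMSO wells and -100% = zero luminescence signal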
# KLF5 inh: KLF5 expression inhibitors, primary screen, DLD-1 cells, luminescence. DLD-1 KLF5 promoter-luciferase reporter. inhibition, % at 5 µM. actives 0.23% (n = 290,000). AID 1700, 2009;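 active means inhibition above a per-plate limit of that plate's mean compound inhibition plus 3 SD, cut at about 60% in these data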;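 further: 0% = DMSO wells and 100% = LY294002 at 200 µM; higher means less KLF5 promoter-driven luciferase light; inactives centre near -14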
# GSK3beta inhib: human GSK3beta kinase inhibitors, primary screen, biochemical, cell-free homogeneous, HTS; Glycogen synthase kinase-3 beta (Homo sapiens), P49841; actives 0.038% (n = 300,000); GST-GSK3beta kinase, ADP-Glo luminescence, 60 min; stronger effect = lower value; activity score (negative = inhibition), % at 10 µM;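 active means more than half of replicate wells score below -50%, meaning over 50% inhibition versus plate controls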;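 further: 0% = median DMSO wells and -100% = median GW8510 positive control wells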
# Target sequence (P49841 whole entry, looked up): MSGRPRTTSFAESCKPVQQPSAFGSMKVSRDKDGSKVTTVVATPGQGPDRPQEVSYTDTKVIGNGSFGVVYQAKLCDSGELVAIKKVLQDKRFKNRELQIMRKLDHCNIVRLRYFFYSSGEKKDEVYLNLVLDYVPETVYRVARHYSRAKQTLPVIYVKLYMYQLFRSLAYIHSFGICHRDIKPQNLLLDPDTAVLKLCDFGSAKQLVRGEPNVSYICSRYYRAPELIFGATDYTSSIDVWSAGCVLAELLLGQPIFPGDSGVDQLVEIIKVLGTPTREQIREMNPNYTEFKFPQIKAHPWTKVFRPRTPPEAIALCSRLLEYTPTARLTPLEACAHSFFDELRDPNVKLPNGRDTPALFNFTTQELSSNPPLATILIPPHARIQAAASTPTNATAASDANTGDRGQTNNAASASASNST
#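 Assay system: GST-tagged human GSK3beta kinase, cell-free; Input: 1.6 ng GSK3beta; Medium: Tris/MgCl2 kinase buffer; Timing: 60 min enzyme reaction, room temperature; Signal: ADP-Glo luminescence quantifying ADP generated by kinase; Evaluation: score relative to plate controls; Benchmarks: DMSO neutral wells and GW8510 at 20 µM as positive.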
# IEC-6 tox: cytotoxicity in IEC-6 intestinal epithelial cells, primary screen, cytotoxicity control for KLF5 inhibitor project, cell-based, luminescence; AID 1825, 2009; inhibition, % at 5 µM; IEC-6 cytotoxicity, luminescence viability; actives 0.78% (n = 290,000); in the data active means inhibition above about 22%;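 further: 0% = plate median of test compound wells and 100% = cytotoxic reference compound wells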
# DYRK1A inh: rat Dyrk1A kinase inhibitors, primary screen, biochemical, single point, plate reader; Dual specificity tyrosine-phosphorylation-regulated kinase 1A (Rattus norvegicus), Q63470; actives 0.43% (n = 310,000); ADP-Glo luminescence, NFATc1 peptide; inhibition, % at 12.5 µM; in the data active means inhibition above about 50%;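 further: plate controls were vehicle with enzyme for no effect and no enzyme for full effect; many of its hits are not listed in these tables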
# HSF-1 act: HSF-1 activators, primary screen, NIH3T3-HGL cells, MG132 stress, luminescence, single point; NIH3T3-HGL HSF-1 luciferase reporter, 8 h; 100% = twice DMSO control signal; activation, % at 9 µM; actives 1.7% (n = 300,000);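 active means mean replicate activation of at least 50% with a set share of replicates each reaching 50%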;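 further: 0% = median of the neutral control wells and 100% = twice that signal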
# HSP90 refold inh: HSP90 inhibitors, primary screen, cell lysate, luminescence; Heat shock protein HSP 90 (rabbit reticulocyte lysate; luciferase refolding); Rabbit reticulocyte lysate, luciferase refolding luminescence, 3 h; inhibition, % at 5.6 µM; actives 0.91% (n = 290,000); AID 1789, 2009;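 active means inhibition above the screen-wide mean plus 3 SD, computed separately per campaign, cut at about 16% in these data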;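 further: 0% = DMSO wells and 100% = 60 µM geldanamycin wells; inhibitors lower the luminescence because luciferase stays unfolded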
# Platelet DG rel: inhibitors of platelet dense granule secretion, primary screen, cell-based, MLPCN, human platelets | inhibition, %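 (compounds screened at 7.5 µM in platelet-rich plasma)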 | human platelet-rich plasma, SFLLRN dense granule ATP release, luminescence | AID 1663, 2009 | actives 0.22% (n = 300,000);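 active means mean replicate score, as percent of positive control, at or above 50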
# GSK3A inh: blockers of GSK3A enzyme activity – biochemical, luminescence, cell-free homogeneous, HTS, primary screen | Glycogen synthase kinase-3 alpha (Homo sapiens), P49840 | GSK-3 alpha kinase, ADP-Glo luminescence, 60 min | actives 0.1% (n = 320,000) | inhibition, % at 10 µM;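 in the data active means inhibition above about 50%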;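 further: GST-tagged GSK-3 alpha with peptide substrate and 25 µM ATP; 0% = DMSO neutral wells and 100% = GW8510 positive control wells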
# Target sequence (P49840 whole entry, looked up): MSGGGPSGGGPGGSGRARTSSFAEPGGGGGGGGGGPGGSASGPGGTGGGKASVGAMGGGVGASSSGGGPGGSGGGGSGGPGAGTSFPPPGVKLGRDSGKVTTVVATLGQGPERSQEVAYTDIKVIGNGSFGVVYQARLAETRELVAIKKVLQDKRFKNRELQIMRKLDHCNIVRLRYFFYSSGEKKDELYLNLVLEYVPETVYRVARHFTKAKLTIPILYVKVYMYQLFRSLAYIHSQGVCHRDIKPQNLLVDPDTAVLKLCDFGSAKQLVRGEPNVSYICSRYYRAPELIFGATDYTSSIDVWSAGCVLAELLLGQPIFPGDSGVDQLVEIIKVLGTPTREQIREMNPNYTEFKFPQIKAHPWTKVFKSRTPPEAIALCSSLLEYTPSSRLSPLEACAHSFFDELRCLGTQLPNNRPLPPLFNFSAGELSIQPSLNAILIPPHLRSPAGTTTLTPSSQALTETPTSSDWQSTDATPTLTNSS
# * marks the source's active call; other numbers are inactive results; / = no result given. A portion of the library; rates above refer to the full screens.
SMILES,aSyn UTR inh,HSF1 inhib,KLF5 inh,GSK3beta inhib,IEC-6 tox,DYRK1A inh,HSF-1 act,HSP90 refold inh,Platelet DG rel,GSK3A inh
Cc1ccc(C(C)C)c(OCC#CCN2CCCC2)c1,21,-3,-20,1,-3,-1,0,3,-6,0
CN1CCN(CC(=O)Nc2ccc(Cl)cc2C(=O)c2ccccc2)CC1,14,-4,-6,2,-1,7,3,0,-1,-1
CC(C)c1ccc(OCC(=O)N2CCN(C)CC2)c(Br)c1,4,-3,-14,2,9,5,-1,0,1,1
O=c1[nH]c(=S)n(-c2ccccc2)c(O)c1C=NCc1ccccn1,20,2,-47,1,-1,/,5,-2,4,13
O=C1CCN(C(=O)C(Cl)Cl)N1,5,-3,-37,1,-7,-22,-5,-3,7,-3
O=C(O)C1C2CCC(O2)C1C(=O)Nc1ccc(F)c(F)c1 (centres undefined),5,-9,-22,0,4,-5,-2,-4,6,-4
O=C(CN1CCN(Cc2cccc(Cl)c2)C1=O)N1CCC2(CC1)OCCO2,-3,3,-15,2,3,-2,11,6,2,-3
COc1ccc(N2C(=O)/C(=C/c3cc(C)n(-c4ccc(C)cn4)c3C)C(=O)NC2=S)c(OC)c1,21,-2,12,2,4,1,-3,0,3,0
COc1ccc(C(=O)C2CN(C)CC2c2ccc(Cl)cc2)cc1 (centres undefined),-12,5,2,-1,-3,7,-3,1,-1,1
Cc1cccc(C2=NCC(=O)N(CC(=O)NCc3ccco3)c3sc4c(c32)CCCC4)c1,20,16,-12,-2,1,4,28,6,8,-1
COC(=O)c1nc(-c2ccc3c(n2)C(=O)C(N)=C(OC)C3=O)c(N)c(-c2ccc(OC)c(OC)c2O)c1C,97*,8,-5,1,8,36,23,5,3,-3
CCN(c1ccc(C(O)(C(=O)OC)C(F)(F)F)cc1)S(=O)(=O)c1ccccc1 (centres undefined),-3,-6,-24,-4,9,5,4,2,4,1

# An excerpt from above in order of count of non-hydrogen atoms, highest first:
SMILES,aSyn UTR inh,HSF1 inhib,KLF5 inh,GSK3beta inhib,IEC-6 tox,DYRK1A inh,HSF-1 act,HSP90 refold inh,Platelet DG rel,GSK3A inh
COC(=O)c1nc(-c2ccc3c(n2)C(=O)C(N)=C(OC)C3=O)c(N)c(-c2ccc(OC)c(OC)c2O)c1C,97*,8,-5,1,8,36,23,5,3,-3
COc1ccc(N2C(=O)/C(=C/c3cc(C)n(-c4ccc(C)cn4)c3C)C(=O)NC2=S)c(OC)c1,21,-2,12,2,4,1,-3,0,3,0
Cc1cccc(C2=NCC(=O)N(CC(=O)NCc3ccco3)c3sc4c(c32)CCCC4)c1,20,16,-12,-2,1,4,28,6,8,-1
CCN(c1ccc(C(O)(C(=O)OC)C(F)(F)F)cc1)S(=O)(=O)c1ccccc1 (centres undefined),-3,-6,-24,-4,9,5,4,2,4,1
O=C(CN1CCN(Cc2cccc(Cl)c2)C1=O)N1CCC2(CC1)OCCO2,-3,3,-15,2,3,-2,11,6,2,-3
CN1CCN(CC(=O)Nc2ccc(Cl)cc2C(=O)c2ccccc2)CC1,14,-4,-6,2,-1,7,3,0,-1,-1
O=c1[nH]c(=S)n(-c2ccccc2)c(O)c1C=NCc1ccccn1,20,2,-47,1,-1,/,5,-2,4,13
COc1ccc(C(=O)C2CN(C)CC2c2ccc(Cl)cc2)cc1 (centres undefined),-12,5,2,-1,-3,7,-3,1,-1,1
O=C(O)C1C2CCC(O2)C1C(=O)Nc1ccc(F)c(F)c1 (centres undefined),5,-9,-22,0,4,-5,-2,-4,6,-4
Cc1ccc(C(C)C)c(OCC#CCN2CCCC2)c1,21,-3,-20,1,-3,-1,0,3,-6,0
O=C1CCN(C(=O)C(Cl)Cl)N1,5,-3,-37,1,-7,-22,-5,-3,7,-3

# Carrying on:
SMILES,aSyn UTR inh,HSF1 inhib,KLF5 inh,GSK3beta inhib,IEC-6 tox,DYRK1A inh,HSF-1 act,HSP90 refold inh,Platelet DG rel,GSK3A inh
CCOC(=O)C1=C(N)Oc2cc(C)oc(=O)c2C12C(=O)N1c3c(cc(OC)cc32)C(C)=CC1(C)C (centres undefined),3,-5,-1,4,-6,5,7,5,-1,-1
O=C(CCN1CCCCC1)Nc1ccc(Cl)cc1C(=O)c1ccccc1,-7,2,-14,7,2,14,20,2,-2,6
CN1CCC(OC(=O)C2c3ccccc3Oc3ccccc32)CC1,-4,-3,-12,1,-1,5,0,2,3,0
COc1ccc(-c2nn(CCC#N)cc2C(=O)NCc2ccccc2)cc1,-2,/,-25,-1,-3,7,/,0,0,-4
CN1CCN(C(=O)Cc2nc3ccccc3[nH]2)CC1,-14,1,6,3,-2,8,16,-3,-6,-4
CC(C)(C)c1ccc(O)c(N=Cc2c(O)ccc3ccccc23)c1,8,10,-26,-1,4,0,-10,30*,-4,-3
C[C@H]1CC[C@@]2(C)[C@@H](CC[C@@H]3[C@@H]2CC[C@]2(C)[C@@H](O)CC[C@@H]32)C1,0,/,-21,-2,-8,-5,/,0,5,-2
ON1C2CCCCC2N(O)C1c1ccccc1 (centres undefined),-9,2,-13,2,-4,0,-9,0,-5,1
CCC(C(=O)N1C[C@H]2C[C@@H](C1)c1cccc(=O)n1C2)c1ccccc1 (some centres undefined),27,4,-17,2,6,6,1,-1,10,1
CCC(=O)N1N=C(c2c(O)n(CCc3ccccc3)c(=O)[nH]c2=O)CC1c1ccc(OC)c(OC)c1 (centres undefined),-6,-3,-23,1,-8,/,-3,-4,-10,4
c1ccc(C2CC3CC4(CCCC4)N2O3)cc1 (centres undefined),6,-7,-19,0,3,3,14,3,5,-5
COc1ccccc1Cn1c(SCC#N)nc2cc(C(=O)N3CCC4(CC3)OCCO4)ccc2c1=O,2,-6,-28,2,-6,-3,19,-1,13,-9
CCc1nc2ccccc2c(=O)n1-c1ccccc1OC,0,0,-32,0,7,9,3,3,-6,5
O=C(Cc1ccccc1)N1CCN(Cc2ccc(F)cc2)CC1,12,-3,-22,2,-3,/,-13,-2,2,-9
Cc1cc(OCC(=O)NC(Cc2ccc(Cl)cc2)C(=O)O)c2c3c(c(=O)oc2c1)CCC3 (centres undefined),9,-5,4,3,-8,3,3,-3,1,4
O=C1C2CCCC1C(N1CCCC1)CC2 (centres undefined),-14,-8,20,-6,14,4,-9,3,9,1
O=C(COc1ccc(Cl)cc1)N(c1ccccc1Cl)C1CN2CCC1CC2 (centres undefined),-8,-6,-15,-2,7,/,2,6,8,-1
Cn1cccc1/C=C1\C(=O)NC(=O)N(Cc2ccco2)C1=O,9,-3,-5,2,1,-2,-5,1,-6,/
COC(=O)c1c2[n+](cc3cc(OC)c(OC)cc13)CCc1cc(OC)c(OC)cc1-2,-12,-5,/,2,/,5,-22,/,-8,2
COc1ccc(Cn2c(O)c(C=NCCCn3ccnc3)c(=O)[nH]c2=O)cc1,-4,1,-22,-1,3,2,-4,3,0,8
Cc1cc(C)nc(N2Cc3ccccc3C2=N)n1,-33,0,-15,1,5,-4,2,-2,8,5
CC(=NCCCO)c1c(O)[nH]c(=O)[nH]c1=O,-2,2,-17,-6,-1,/,14,-2,-1,6
CC(N)Cc1cn(Cc2ccccc2)c2ccccc12 (centres undefined),-15,0,-31,-3,1,-1,11,0,-3,-1
CCN(CC)C(=O)c1ccc(NC(=S)NC(=O)CCc2ccccc2)cc1,-4,1,-23,1,-2,-2,5,-2,-18,1
C(#CCN1CCCCC1)COCc1ccccc1,-22,1,-29,1,2,-10,20,0,3,-1
COc1ccc(OC)c(C(O)C(C)N)c1 (centres undefined),/,/,6,/,1,7,/,4,/,/
CCc1ccc(N2C(=O)NC(=O)/C(=C\c3cc(C)n(-c4cc(C(=O)O)cc(C(=O)O)c4)c3C)C2=O)cc1,9,4,-6,0,-24,8,5,1,-3,1
C=CC1CN2CCC1CC2c1[nH]c2ccccc2c1CCO (centres undefined),-22,-6,-16,1,-3,3,13,1,2,2
COc1ccc(CN2CCN(c3ccccc3)CC2)c(C)c1C,-8,-10,-10,2,2,1,12,5,5,-2
O=C(Cn1ncn2c(cc3cc(F)ccc32)c1=O)N1CCC2(CC1)OCCO2,-2,3,-33,1,-4,4,4,-6,-17,0
O=C(CNS(=O)(=O)c1ccc(Br)s1)N1CCC2(CC1)OCCO2,-42,8,-19,-1,-5,/,24,-2,-42,-35
CCOc1ccc2nc(N3CCC(C(=O)N4CCC5(CC4)OCCO5)CC3)sc2c1,-82,-5,-69,-1,1,2,-4,2,2,-3
COc1ccc(C2N3CC(C)(C)CN23)cc1 (centres undefined),2,-1,-16,-2,-6,/,-4,-4,-16,-2
O=[N+]([O-])c1cccc(CN2CCN(Cc3ccc(Br)cc3)CC2)c1,2,3,4,4,-2,-2,3,3,3,-5
COc1cccc(C2CC3C(=O)C=CC2N3Cc2ccccc2)c1 (centres undefined),1,-10,-29,5,3,-3,-9,3,2,0
CCOP(=O)(OCC)C(O)c1cccc([N+](=O)[O-])c1 (centres undefined),2,0,-42,0,0,-4,4,-1,-2,0
Cc1cccc(CS(=O)(=O)Cc2ccc(C(=O)N3CCC4(CC3)OCCO4)o2)c1,-3,1,2,-2,-2,-8,-1,5,0,0
C=C(COC(C)=O)CC1CC(O)[C@]2(C)OC3CC4OC5C[C@]6(C)O[C@]7(C)CCC8OC9C[C@]%10(C)OC%11C(C)=CC(=O)OC%11CC%10OC9C[C@@H](C)C8OC7CC6O[C@]5(C)C/C=C\C4OC3CC2O1 (some centres undefined),8,54,/,2,/,0,/,/,2,/
Cc1c(C)c2ccc(OCC(=O)N3CCC(C(=O)O)(c4ccccc4)CC3)c(C)c2oc1=O,-6,3,-18,1,-3,4,2,3,0,-1
O=C(O)CCn1cc(C=C2C(=O)NC(=S)NC2=O)c(-c2cccc(Cl)c2)n1,2,-4,-10,1,-5,-3,1,0,0,2
